# Screening results deposited in PubChem by Johns Hopkins Ion Channel Center.
# KCNK3 block: human KCNK3 channel inhibition, primary screen; O14649; CHO-KCNK3 thallium flux, FluxOR fluorescence; hits give low values; B-score at 10 µM; 340,000 tested, 0.84% active; AID 602410;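 active = B-score under library mean minus 4 SD, starting fluorescence ratio at most library mean plus 5 SD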;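 also: more negative B-score means stronger inhibition of thallium flux through KCNK3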
# hERG protect: compounds protecting human hERG from proarrhythmic drug block; Q12809; CHO-hERG, FluxOR thallium flux, dofetilide IC70 present; activation (rescue from dofetilide block), less the hit threshold, % at 10 µM; 310,000 tested, 0.51% active;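 active = activation above the mean of controls blocked by dofetilide plus 5 SD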;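 also: thallium influx through hERG after potassium depolarization seen as dye fluorescence rise; in these data hits start at about 4.7%; inactives centre near -7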
# RGS4 inh: inhibitors of human RGS4. AID 463165. B-score at 10 µM. HEK293 M3R/RGS4 inducible, Fluo-4 calcium flux; hits give high values; triggered by carbachol at its EC20. P49798. 310,000 tested, 0.45% active;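 active = B-score, a plate-corrected calcium signal, over three deviations above library mean, with baseline fluorescence within five deviations of library mean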;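 also: RGS4 expression induced by doxycycline in cells with stable M3 receptor; B-score is computed from the integrated fluorescence ratio over baseline after carbachol; higher B-score means a larger calcium signal and so more RGS4 inhibition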
# KCNK9 block: blocks the human KCNK9 two-pore domain potassium channel; Q9NPC2; 310,000 tested, 1.2% active; HEK293 KCNK9, FluxOR thallium flux fluorescence; hits give low values; AID 488922; B-score at 10 µM;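 active = ratio B-score over 3 SD below the library mean, with starting fluorescence within 5 SD of its mean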;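 also: negative B-score means less thallium flux so channel inhibition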
# MrgX1 ag: human MrgX1 receptor agonism, primary screen; B-score at 10 µM; Q96LB2; AID 588627; 310,000 tested, 0.44% active; MrgX1-HEK293 cells, Fluo-4 calcium fluorescence, agonist mode; hits give high values;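 active = calcium response B-score plate-corrected fluorescence ratio at least 3 library SD, with starting fluorescence B-score inside 5 SD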
#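 Material: HEK293 cells stably expressing human MrgX1 receptor | Quantity: 15,000 cells per well | Times: Cells plated overnight, dye loaded 0.5 h 37 °C, 0.5 h room temperature | Measured by: Kinetic Fluo-4 NW fluorescence of intracellular calcium | Control set: Positive and negative controls per plate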
# KCNQ1 act: human KCNQ1 channel potentiation or activation. P51787. CHO-K1 KCNQ1, thallium flux FluxOR fluorescence; hits give high values. B-score at 10 µM. 310,000 tested, 0.35% active. AID 2648;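 active = fluorescence ratio B-score, a plate-corrected score, at least three library SD, with initial intensity B-score within 5 SD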
#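 System: Stable KCNQ1 CHO-K1 line | Incubation: 90 min dye loading and 20 min compound exposure, both at room temperature | Measure: Ratio B score | Medium: Assay buffer for compound exposure, DMSO matched across wells | Compound dosing: Single-concentration screen | Probe or stimulus: K+/Tl+ depolarizing stimulus | Measured by: Kinetic FluxOR fluorescence, 10 s baseline plus 110 s post-stimulus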
# ANO1 activ: mouse TMEM16A channel activation, primary screen. Q8BHY3. B-score at 10 µM. 340,000 tested, 0.3% active. HEK293 TMEM16A/YFP-H148Q/I152L, iodide quench fluorescence; hits give low values;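 active = fluorescence-ratio B-score plate-corrected deviation score at least 3 library SD below zero, with starting fluorescence score within 5 deviations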;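 also: channel opened by trigger with iodide after compound preincubation; score built on the fluorescence ratio of max minus min over baseline; more negative score means more quench and so TMEM16A activation or potentiation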
# Target sequence (Q8BHY3 whole entry, looked up): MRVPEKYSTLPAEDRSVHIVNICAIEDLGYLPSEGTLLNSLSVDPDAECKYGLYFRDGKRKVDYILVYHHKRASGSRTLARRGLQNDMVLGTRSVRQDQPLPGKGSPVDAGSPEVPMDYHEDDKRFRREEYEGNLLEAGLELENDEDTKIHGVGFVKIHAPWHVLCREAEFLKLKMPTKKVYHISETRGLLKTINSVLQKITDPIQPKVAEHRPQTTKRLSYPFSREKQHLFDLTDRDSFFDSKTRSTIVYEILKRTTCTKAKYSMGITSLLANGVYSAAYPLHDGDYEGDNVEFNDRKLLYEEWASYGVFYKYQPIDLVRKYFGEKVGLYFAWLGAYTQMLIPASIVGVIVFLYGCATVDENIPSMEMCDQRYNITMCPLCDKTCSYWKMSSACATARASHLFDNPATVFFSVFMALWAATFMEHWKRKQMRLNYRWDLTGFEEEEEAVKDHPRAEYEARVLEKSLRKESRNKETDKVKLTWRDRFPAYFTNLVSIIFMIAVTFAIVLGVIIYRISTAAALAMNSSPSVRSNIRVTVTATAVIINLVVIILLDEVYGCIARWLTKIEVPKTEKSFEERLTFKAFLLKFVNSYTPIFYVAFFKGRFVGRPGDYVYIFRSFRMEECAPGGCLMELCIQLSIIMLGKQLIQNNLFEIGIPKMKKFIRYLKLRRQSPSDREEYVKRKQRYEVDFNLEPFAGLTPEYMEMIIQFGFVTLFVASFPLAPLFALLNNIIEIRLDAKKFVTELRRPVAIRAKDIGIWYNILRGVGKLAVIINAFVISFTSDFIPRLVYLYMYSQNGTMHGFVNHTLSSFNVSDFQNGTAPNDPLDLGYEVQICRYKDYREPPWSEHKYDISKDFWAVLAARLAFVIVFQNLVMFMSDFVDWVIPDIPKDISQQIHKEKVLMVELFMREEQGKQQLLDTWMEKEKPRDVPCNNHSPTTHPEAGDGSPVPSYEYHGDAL
# RGS4 act: RGS4 potentiation or activation; HEK293 M3R/inducible RGS4, carbachol calcium flux Fluo4; hits give low values; B-score at 10 µM; 310,000 tested, 0.92% active;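 active = B-score of the integrated calcium signal more than 4 SD below the library mean, with starting fluorescence not abnormally high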;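 also: negative B-score means reduced calcium response which marks RGS4 activation or potentiation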
#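 Detection: kinetic calcium fluorescence imaging with Fluo4-AM dye, 2 µM / Material: HEK293 cells with stable M3R and inducible RGS4 / Schedule: recording 10 s baseline at 1 Hz, 100 s post-agonist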
# KCNQ1 inh: blocks the human KCNQ1 potassium channel. B-score at 10 µM. CHO-K1 KCNQ1, FluxOR thallium flux fluorescence; hits give high values. P51787. 310,000 tested, 1.3% active. AID 2642;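 active = compounds whose thallium flux B-score, printed positive for inhibition, exceeds three library SD while starting fluorescence stays within three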;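 also: channel opened by potassium depolarization with thallium stimulus after 20 min compound exposure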
# TMEM16A inh: blocks the mouse calcium-activated chloride channel TMEM16A; Q8BHY3; HEK293 TMEM16A/YFP iodide influx fluorescence, ionomycin; normalized B-score (activity score, 25-100; higher = stronger inhibition) at 10 µM; 310,000 tested, 1.2% active; AID 588511;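 active = ratio plate-corrected score three or more library SD toward inhibition, starting fluorescence score within five deviations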;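 also: score derived from kinetic fluorescence span divided by baseline fluorescence per well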
# MrgX1 allo act: human MrgX1 positive allosteric modulation, primary screen. MrgX1-HEK293, Fluo-4 calcium flux, FDSS; hits give high values. 310,000 tested, 0.63% active. B-score at 10 µM. Q96LB2. AID 588675;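 active = plate-corrected calcium response at least 3 library SD above typical, normal starting fluorescence, not activating the receptor alone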;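 also: compound read alongside a low EC10 to EC30 dose of BAM8-22 agonist; peak minus trough fluorescence over baseline measured at the second addition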
# Active calls of the source: *; i = inactive; . = no result given.
smiles	KCNK3 block	hERG protect	RGS4 inh	KCNK9 block	MrgX1 ag	KCNQ1 act	ANO1 activ	RGS4 act	KCNQ1 inh	TMEM16A inh	MrgX1 allo act
COc1ccc(OC)c(-n2c(-c3cccc(S(=O)(=O)N(C)C)c3)n[nH]c2=S)c1	i	-5	i	i	i	i	i	i	i	i	i
CN1CCN(C(=S)Nc2ccccc2Cl)CC1	i	-6	i	i	i	i	i	i	i	i	i
Cc1ccc(N(CC(=O)NC2CCCCC2)C(=O)CNC(=O)c2ccco2)cc1F	i	-7	i	i	i	i	i	i	i	i	i
Cn1cnc2c(cnn2-c2ccccc2)c1=O	i	-4	i	i	i	i	.	i	i	i	i
O=C1c2ccccc2C(=O)N1CCCc1nc(-c2ccncc2)no1	i	-3	i	i	i	i	i	i	i	i	i
COc1ccc2c(c1)S/C(=C\C(=O)c1ccncc1)N2C	i	-11	i	i	i	i	i	i	i	i	i
CCOc1ccccc1N1CCN(C(=O)c2c(-c3ccccc3Cl)noc2C)CC1	i	-12	i	i	i	i	i	i	i	i	i
CCOc1ccccc1NC(=O)/C=C/C(N)=O	i	-4	i	i	i	i	i	i	i	i	i
COc1ccc(-n2c(-c3ccco3)n[nH]c2=S)cc1	i	-9	i	i	i	i	i	i	i	i	i
COC(=O)c1sccc1NC(=O)COc1cccc(C)c1	i	-6	i	i	i	i	i	i	i	i	i
CC(/C=N/NC(=O)Cn1nccc1C)=C\c1ccc(C(C)C)cc1	i	-4	i	i	i	i	i	i	i	i	i
O=C(NCC1CCCO1)C(c1ccc(F)cc1)N(C(=O)Cn1nnc(-c2ccc(F)cc2)n1)c1cccc(O)c1 (stereo not drawn)	i	-9	i	i	i	i	i	i	i	i	i
Cc1ccc(C)c2[nH]c(=O)c(CCNC(=O)c3cc4ccccc4o3)cc12	i	-11	i	i	i	i	i	i	i	i	i
Cc1ccccc1CN1CCCC(C(=O)Nc2ccc(-c3ccn[nH]3)cc2)C1 (stereo not drawn)	i	-14	i	i	i	i	i	i	i	i	i
Cn1c(Cc2ccccc2)[n+](C)c2ccccc21	i	-16	i	i	i	i	i	i	i	i	i
COc1ccccc1OCC(O)Cn1c(Br)nc2c1c(=O)[nH]c(=O)n2C (stereo not drawn)	i	-6	i	i	i	i	i	i	i	i	i
CC1CCCCN1C(=O)C1CCCCN1S(=O)(=O)c1cccc([N+](=O)[O-])c1 (stereo not drawn)	i	-12	i	i	i	i	i	i	i	i	i
CCCCC(=O)Nc1c(C)cc(C)cc1Cl	i	-7	i	i	i	i	i	i	i	i	i
COc1ccc(-n2nc3c(c2NC(=O)c2ccc(S(=O)(=O)N4CCOCC4)cc2)CS(=O)C3)cc1 (stereo not drawn)	i	-5	i	i	i	i	i	i	i	i	i
NC(=O)c1sc(=S)n2c1[nH]c(=O)c1sccc12	i	-6	i	i	i	i	i	i	i	i	16*
c1ccc2c(c1)CNc1ccccc1C2	i	-14	i	i	30*	i	i	i	i	i	i
Cc1ccccc1C(=O)Nc1ccc2c(c1)CCCN2C(=O)c1cccs1	i	-7	i	i	i	i	i	i	i	i	i
CCOC(=O)c1c(C)sc2c1N(C(=O)CN(CC)CC)c1cc(Cl)ccc1S2	i	-8	i	i	i	i	i	i	i	i	i
CCn1c(SCC(=O)N2CCCC2)nnc1-c1ccc(N)cc1	i	-8	i	i	i	i	i	i	i	i	i
CC(C)OCC(O)Cn1c(N2CCCC2)nc2c1c(=O)n(C)c(=O)n2C (stereo not drawn)	i	-6	i	i	i	i	i	i	i	i	i
CC(=O)/C(C(=N)N1CCN(Cc2ccccc2)CC1)=C(\C)O	i	-11	i	i	i	i	i	i	i	i	i
O=C(CSc1nncn1-c1ccccc1)Nc1ccccc1	i	-9	i	i	i	i	i	i	i	i	i
O=C(O)c1nn(-c2cccc(C(F)(F)F)c2)ccc1=O	i	-2	i	i	i	i	i	i	i	i	i
CSCCC(NS(=O)(=O)c1ccccc1F)C(=O)NNC(=O)c1csc(N2CCOCC2)n1 (stereo not drawn)	i	-16	i	i	i	i	i	i	i	i	i
CCN(CCCNC(=O)CN1C(=O)COc2ccccc21)c1cccc(C)c1	i	-12	i	i	i	i	i	i	i	i	i
CC1CCN(C(=O)Cn2cc3c(n2)CCCC3)CC1	i	-7	i	i	i	i	i	i	i	i	i
Cc1ccccc1CNS(=O)(=O)c1c(C)[nH]c(C)c1C(=O)N1CCCCC1	i	-8	i	i	i	i	i	i	i	i	i
Cc1ccc(N(C(=O)CCC(=O)Nc2cc(C)on2)C(C(=O)NC2CCCC2)c2ccccc2)cc1 (stereo not drawn)	i	-7	i	i	i	i	i	i	i	i	i
Cc1cc(C)n(-c2ccc(NC(=O)C3CCN(Cc4cc(C)c(C)o4)CC3)cc2)n1	i	0	i	i	i	i	i	i	i	i	i
CC(C)O/C(=N\S(=O)(=O)c1ccc(Cl)cc1)c1ccccc1	i	-15	i	i	i	i	i	-7.1*	i	i	i
CCOC(=O)C(c1ccccc1)C(Nc1ccccc1)c1ccccn1 (stereo not drawn)	i	-4	i	i	i	i	i	i	i	i	i
COc1cc(C2c3c(n[nH]c3C)C(=O)N2c2ccc(Br)cc2)ccc1O (stereo not drawn)	i	-10	i	i	i	i	i	i	i	i	i
CN1C(=O)c2ccc(NC(=S)NC(=O)C(C)(C)C)cc2C1=O	i	-2	i	i	i	i	i	i	i	i	i
OCCC1CN(Cc2ccon2)CCN1Cc1ccc(F)c(F)c1 (stereo not drawn)	i	-10	i	i	i	i	i	i	i	i	i
Cc1ccc(CN(Cc2ccco2)S(=O)(=O)c2ccc(S(=O)(=O)NCC3CCCO3)cc2)cc1 (stereo not drawn)	i	-9	i	i	i	i	i	i	i	i	i
Cc1ccc(Nc2nnc(SCC(=O)c3cc4ccccc4o3)s2)cc1C	i	-10	i	i	i	i	i	i	i	i	i
CCC(=O)Nc1ccc(Nc2nc(C)c([N+](=O)[O-])c(Nc3ccc(NC(=O)CC)cc3)n2)cc1	i	-2	i	i	i	i	i	i	i	i	i
Cc1cc(C)cc(OCC(=O)NNC(=O)CCN2C(=O)c3ccccc3C2=O)c1	i	-6	i	i	i	i	i	i	i	i	i
CN(C(=O)COc1ccc(S(=O)(=O)N2CCOCC2)cc1[N+](=O)[O-])C1CCS(=O)(=O)C1 (stereo not drawn)	i	-16	i	i	i	i	i	i	i	i	i
O=C(C1CCC(=O)N(C2CCCC2)C1)N1CCN(c2ccc(Cl)cc2)CC1 (stereo not drawn)	i	-7	i	i	i	i	i	i	i	i	i
O=C(O)c1ccc2c(c1Nc1ccccc1)C(=O)c1ccccc1C2=O	i	-7	i	i	i	i	i	i	i	i	i
C=CCNC(=O)NC(=O)COC(=O)COc1ccc(Br)cc1F	i	-8	i	i	i	i	i	i	i	i	i
O=S(=O)(c1ccccc1Cl)N1CCC(O)(c2ccc3c(c2)OCO3)CC1	i	-9	i	i	i	i	i	i	i	i	i
Cc1nnc(SCCN2CCOCC2)n1C	i	-10	i	i	i	i	i	i	i	i	i
COC(=O)c1ccc(NC(=S)Nc2ccccn2)cc1	i	-4	i	i	i	i	i	i	i	i	i

# (cont.)
smiles	KCNK3 block	hERG protect	RGS4 inh	KCNK9 block	MrgX1 ag	KCNQ1 act	ANO1 activ	RGS4 act	KCNQ1 inh	TMEM16A inh	MrgX1 allo act
COc1ccc2cnn(CCOc3ccccc3)c(=O)c2c1OC	i	-8	i	i	i	i	i	i	i	i	i
COc1ccc(CC(=O)Nc2ccc(-c3noc(-c4cc(OC)c(OC)c(OC)c4)n3)cc2)cc1	i	.	.	.	i	.	i	.	.	i	i
CC(NC(=O)C[n+]1cccc(Br)c1)c1ccccc1 (stereo not drawn)	i	-6	i	i	i	i	i	i	i	i	i
COCCn1nnnc1C(C(C)C)N1CCN(C(=O)c2ccco2)CC1 (stereo not drawn)	i	-9	i	i	i	i	i	i	i	i	i
O=C(O)CC1=C(Nc2ccccc2)C(=O)N(c2ccccc2)C1c1ccc(Cl)cc1 (stereo not drawn)	i	-10	i	i	i	i	i	i	i	i	i
COC(=O)C1C(=O)C(C(=O)c2ccccc2)C(=O)CC1(C)C (stereo not drawn)	i	-3	i	i	i	i	i	i	i	i	i
O=C(NNC(=O)C1CC1)c1ccc(-c2ccccc2)cc1	i	1	i	i	i	i	i	i	i	i	i
CCc1ccc(C2=NN(CCC(=O)NC(C)c3ccc4c(c3)OCCO4)C(=O)CC2)cc1 (stereo not drawn)	i	-10	i	i	i	i	i	i	i	i	i
CCOc1ccc(NC(=O)CN(C)C(=O)c2ccccc2CCc2ccccc2)cc1OCC	i	-5	i	i	i	i	i	i	i	i	i
O=C(COC(=O)/C=C/c1cccc(Cl)c1)NCCC1=CCCCC1	i	-2	i	i	i	i	i	i	i	i	i
O=C1C(NS(=O)(=O)c2cccs2)=C(N2CCOCC2)C(=O)c2ccccc21	i	-8	i	i	i	i	i	i	i	i	i
Cc1ccnc2nc(C(=O)OCCOc3ccccc3)nn12	i	-3	i	i	i	i	i	i	i	i	i
Cn1c(=O)n(CCC(=O)O)c2ccccc21	i	-4	i	i	i	i	i	i	i	i	i
Cc1cc(C(=O)N2CCCC(N3CCN(c4cccc(Cl)c4)CC3)C2)nn1C (stereo not drawn)	i	-6	i	i	i	i	i	i	i	i	i
O=Cc1ccc(-n2nncc2-c2ccc([N+](=O)[O-])cc2)cc1	i	-9	7.4*	i	i	i	i	i	i	i	i
Cc1ccc(NC(=O)/C=C/c2ccc(Cl)cc2)nc1	i	-10	i	i	i	i	i	i	i	i	i
COc1ccc(-c2c(C)nn3c(NC4CCCC4)cc(C)nc23)cc1OC	i	-9	i	i	i	i	i	i	i	i	i
CCNC(=O)NC(=O)C(C)OC(=O)C1CCN(S(=O)(=O)c2ccccc2C(=O)OC)CC1 (stereo not drawn)	i	-3	i	i	i	i	i	i	i	i	i

# No enrichment for hits; about 6.3% have a hit in one of these screens.
